# Bioassay records deposited in PubChem BioAssay by National Center for Advancing Translational Sciences (NCATS).
# Anesthetic bind = qHTS Assay for Identification of Novel General Anesthetics. 0.074% of 350,000 active. AID 485281, 2010. apoferritin/1-aminoanthracene competitive binding, fluorescence. Potency, µM (doses to about 77.5 µM), without a hit: top-dose activity change, negative = displacement, hits mostly inhibitors. Ferritin light chain (Equus caballus), P02791; further: nearly all actives have a fitted effect of over 20% in size
# Target sequence (P02791 2-175 limits assumed): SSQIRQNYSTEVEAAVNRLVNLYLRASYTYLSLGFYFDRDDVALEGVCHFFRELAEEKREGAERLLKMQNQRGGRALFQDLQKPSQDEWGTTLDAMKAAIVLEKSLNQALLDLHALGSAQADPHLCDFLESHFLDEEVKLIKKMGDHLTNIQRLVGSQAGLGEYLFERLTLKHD
#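 Horse-spleen apoferritin (10 uM) in 50% saturated 1-aminoanthracene in PBS was incubated 10 min at room temperature with compound. Fluorescence (ex 380, em 535 nm) was normalized to free and bound 1-AMA, with concentration-response fitted by a four-parameter Hill equation.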
# APE1 inh = qHTS Assay for Inhibitors of the Human Apurinic/apyrimidinic Endonuclease 1 (APE1); DNA repair nuclease/redox regulator APEX1 (Homo sapiens), P27695; recombinant APE1, TAMRA/BHQ-2 abasic DNA cleavage fluorescence; Potency, µM (titrated, usually from 65.8 µM), for inactives: at the highest dose activity change, negative = inhibition, most hits filed as inhibitors; 0.35% of 350,000 active; AID 2517, 2012;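 further: plate controls were vehicle for no effect and reference inhibitor for full effect; nearly all actives have a fitted effect of over 55% in size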
# Target sequence (P27695 whole entry, looked up): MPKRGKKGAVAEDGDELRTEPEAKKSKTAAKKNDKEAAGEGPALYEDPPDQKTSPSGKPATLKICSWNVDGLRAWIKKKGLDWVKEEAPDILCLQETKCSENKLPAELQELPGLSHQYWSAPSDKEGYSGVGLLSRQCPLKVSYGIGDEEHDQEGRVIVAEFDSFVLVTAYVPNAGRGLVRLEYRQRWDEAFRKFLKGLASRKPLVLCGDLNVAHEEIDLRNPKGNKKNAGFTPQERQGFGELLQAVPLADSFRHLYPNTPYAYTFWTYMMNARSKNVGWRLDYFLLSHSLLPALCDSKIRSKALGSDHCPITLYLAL
#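 Readout is kinetic fluorescence (ex 525, em 598 nm) from cleavage of 50 nM TAMRA/BHQ-2 THF abasic duplex by 0.75 nM APE1, compound added 15 min beforehand at RT.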
# Pol kappa inh = qHTS for Inhibitors of Polymerase Kappa | purified Pol kappa, fluorescent DNA synthesis assay, 10 min | DNA polymerase kappa (Homo sapiens), Q9UBT6 | 0.53% of 400,000 active | Potency, µM (highest dose often 107 µM), for the others: at the top dose activity, negative = inhibition, usual class: inhibitors
#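 Readout: fluorescence, taken kinetically at 0 and 10 min. Conditions: 10 nM Pol kappa, 15 min RT compound preincubation, 50 nM substrate final. Controls: enzyme-free buffer wells.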
# * hit, by the source's call; ? = inconclusive; & = joins results of further samples; [ ] = dose if it differs, or a comment. The call rests on the fitted dose curve; in most records, active means well fitted curve in the direction sought with a large enough effect; inconclusive means small, poorly fitted or top-dose-only effect, or another doubt; inactive means no such curve, though single readings can be large; an effect the other way counts as inactive or inconclusive. Unless noted, on the % scale 0 is the no-effect control and ±100 the full control effect; potency means the concentration at half of the fitted maximal effect.
molecule | Pol kappa inh | Anesthetic bind | APE1 inh
CC[C@H](C)[C@H](NC(=O)[C@H](C)NC(=O)[C@H](Cc1cnc[nH]1)NC(=O)[C@@H]1CCCN1C(=O)CNC(=O)[C@H](CC(C)C)NC(=O)[C@H](CC(C)C)NC(=O)[C@H](Cc1ccc(O)cc1)NC(=O)CNC(=O)[C@H](C)NC(=O)[C@H](CO)NC(=O)[C@H](CC(N)=O)NC(=O)[C@H](CC(C)C)NC(=O)[C@@H](NC(=O)[C@H](Cc1c[nH]c2ccccc12)NC(=O)CN)[C@@H](C)O)C(=O)N[C@@H](CC(=O)O)C(=O)N[C@@H](CC(N)=O)C(=O)N[C@@H](Cc1cnc[nH]1)C(=O)N[C@@H](CCCNC(=N)N)C(=O)N[C@@H](CO)C(=O)N[C@@H](Cc1ccccc1)C(=O)N[C@@H](CO)C(=O)N[C@@H](CC(=O)O)C(=O)N[C@@H](CCCCN)C(=O)N[C@@H](Cc1cnc[nH]1)C(=O)NCC(=O)N[C@@H](CC(C)C)C(=O)N[C@H](C(N)=O)[C@@H](C)O | 10.3%[60.1 µM] | 5.1% | 0.4%
Brc1ccc(C2=NCCC(c3ccccc3)O2)cc1 (centres undefined) | -13.9% | -19.6%[110 µM] | 12.2%
COC1=C(OC)C(=O)C(C/C=C(\C)CC/C=C(\C)CC/C=C(\C)CC/C=C(\C)CC/C=C(\C)CC/C=C(\C)CC/C=C(\C)CC/C=C(\C)CC/C=C(\C)CCC=C(C)C)=C(C)C1=O | 5.4%[60.1 µM] | -6.8% | 0.5%
CC(C)(CS)C(=O)N1CCC[C@H]1C(=O)O | -8.1%[12 µM] | 8.0%[29.3 µM] | -1.3%[21 µM]
Nc1cccc2c(=O)[nH]ccc12 | -11.9%[12 µM] | 3.7% | -6.6%
COc1cc(OC)cc(-c2sc3ccccc3c(=O)c2I)c1 | -11.8%[60.1 µM] | 7.1%[110 µM] | -3.3%
CCC[C@@H]1NC(=O)[C@@H](NC(C)=O)CSSC[C@@H](C(N)=O)NC(=O)CNC(=O)[C@H](Cc2c[nH]c3ccccc23)NC(=O)[C@H](CCCN=C(N)N)NC(=O)[C@H](Cc2ccc3ccccc3c2)NC(=O)[C@H](Cc2cnc[nH]2)NC(=O)[C@H](CCCN=C(N)N)NC1=O | 1.4%[60.1 µM] | -10.6% | 14.8%
CCCCCCCCCCCCCCCC(=O)OC[C@@H](COP(=O)([O-])OCC[N+](C)(C)C)OC(=O)CCCCCCCCCCCCCCC | 16.1%[60.1 µM] | -0.8% | 0.7%
COC(=O)CC1C(C)(C)C(O)C2CC3=C4C=C(OC)OC(c5ccoc5)[C@]4(C)CCC3[C@@]1(C)C2=O (some centres undefined) | -10.1%[60.1 µM] | -6.8% | 16.6%
CC[C@]1(c2ccccc2)NC(=O)NC1=O | -3.5%[12 µM] | -1.3% | 9.7%
C/C(=C(/CCO)SSC[C@@H]1CCCO1)N(C=O)Cc1cnc(C)nc1N | -2.3%[12 µM] | -3.7%[29.3 µM] | 2.0%[21 µM]
O=c1cc(-c2cc(O)c(O)c(O)c2)oc2cc(O)cc(O)c12 | 0.398µM* | ? | ?
CC1(C)SC2C(NC(=O)Cc3ccccc3)C(=O)N2C1C(=O)O (centres undefined) | -14.5%[60.1 µM] | 3.4% | 1.0%
CSCC[C@H](NC(=O)[C@H](CC(C)C)NC(=O)CNC(=O)[C@H](Cc1ccccc1)NC(=O)[C@H](Cc1ccccc1)NC(=O)[C@H](CCC(N)=O)NC(=O)[C@H](CCC(N)=O)NC(=O)[C@@H]1CCCN1C(=O)[C@H](CCCCN)NC(=O)[C@@H]1CCCN1C(=O)[C@@H](N)CCCN=C(N)N)C(N)=O | 13.6%[60.1 µM] | -13.6% | 2.1%
C[C@@H](O)[C@@H]1NC(=O)[C@H](CCCCN)NC(=O)[C@H](Cc2c[nH]c3ccccc23)NC(=O)[C@H](Cc2ccccc2)NC(=O)[C@H](Cc2ccccc2)NC(=O)[C@H](CC(N)=O)NC(=O)[C@H](CCCCN)NC(=O)[C@@H](NC(=O)[C@@H]2CCCN2)CSSC[C@@H](C(=O)N[C@@H](CCCCN)C(=O)O)NC(=O)[C@H](CO)NC(=O)[C@H](CO)NC(=O)[C@H](Cc2ccccc2)NC1=O | 12.8%[60.1 µM] | -4.7% | 7.0%
OCc1ccccc1O[C@H]1OC(CO)C(O)C(O)C1O (some centres undefined) | -2.8%[60.1 µM] | 8.4% | ?
C[C@@H]1OC(OC2C(OC3CC[C@@]4(C)C5CC=C6C7CC(C)(C)CC[C@@]7(C(=O)O)CCC6(C)C5(C)CCC4[C@]3(C)CO)OCC(O)C2O)C(O)C(O)C1O (some centres undefined) | -4.6%[60.1 µM] | -6.2% | 2.6%
CC(C)C[C@H]1COC(c2ccc(Br)cc2)=N1 | -8.3% | -12.5%[110 µM] | -4.2%
O=C(CCBr)N1CCN(C(=O)CCBr)CC1 | 0.7%[60.1 µM] | 3.8% | -3.6%
CC(C)(C)OC(=O)N[C@@H](Cc1c[nH]c2ccccc12)C(=O)O | 12.5%[60.1 µM] | 1.2% | -0.1%
CC12CCCC(O)(C1)C1CC(C)(C)C1CC2 (centres undefined) | -7.1%[60.1 µM] | ? | -0.9%
O=C(/C=C/c1ccccc1)c1ccc(O[C@H]2OC(CO)C(O)C(O)C2O)cc1O (some centres undefined) | 0.9%[60.1 µM] | -7.2% | 2.0%
CC1(C)SC2C(NC(=O)C(NC(=O)N3CCNC3=O)c3ccccc3)C(=O)N2C1C(=O)O (centres undefined) | -8.5%[60.1 µM] | 1.4% | -1.1%
Cc1ccc2c(c1)c(CC(NC(=O)c1ccccc1Oc1ccccc1)C(=O)O)cn2C(=O)OCc1ccccc1 (centres undefined) | ? | 6.9% | -6.5%
CCCc1cc(OC)c2c(c1)OCO2 | -15.4%[60.1 µM] | 2.0% | 3.9%
N[C@@H](CSSC[C@H](N)C(=O)O)C(=O)O | 21.6%[60.1 µM] | -3.6% | -2.0%
O=C1C=CC2=C3c4cc(O)c(O)cc4C[C@]3(O)COC2=C1 | 7.08µM* | 36.2%[activator] | 10µM*
COC1(C)CCC2OC2(C)CCC2C1CC2(C)C (centres undefined) | -5.8%[60.1 µM] | 1.5% | 7.9%
O=C(O)c1ccccc1-c1c2cc(Br)c(=O)c(Br)c-2oc2c(Br)c(O)c(Br)cc12 | 10µM* | 283.6%[activator] | ?
CO[C@]12CC(COC(=O)c3cncc(Br)c3)CN(C)[C@@H]1Cc1cn(C)c3cccc2c13 (some centres undefined) | -2.7%[60.1 µM] | -6.2% | -4.7%
COc1ccc(-c2cc(=O)c3ccccc3o2)cc1OC | -4.6%[60.1 µM] | 51.2%[activator] | 5.1%
NC(CCC(=O)NC(CCSC(CC(=O)O)C(=O)O)C(=O)NCC(=O)O)C(=O)O (centres undefined) | -6.7%[60.1 µM] | 3.2% | 3.4%
O=C(O)c1ccccc1O[C@@H]1O[C@H](C(=O)O)[C@@H](O)[C@H](O)[C@H]1O | 20.8%[60.1 µM] | -3.7% | ?
[O][C@H]1[C@@H](O)[C@@H](CO)O[C@@H](O[C@@H]2[C@@H]3OC[C@H]2O[C@H](O[C@@H]2[C@@H](O)[C@H](C[C@@H]4[C@@H]5OC[C@H]4O[CH][C@@H]5O)O[C@H](CO)[C@@H]2OS(=O)(=O)O)[C@@H]3OS(=O)(=O)O)[C@@H]1O | 31.6µM* | 2.6% | 10µM*
Cc1cc(O)c(C(C)C)cc1Cl | ? | -15.4%&3.1% | -1.6%&-4.6%
CC1CC[C@@]2(C(=O)O)CC[C@]3(C)C(=CCC4[C@@]5(C)CCC(O)C(C)(C)C5CC[C@@]43C)C2C1C (some centres undefined) | -10.3%[60.1 µM] | -10.0% | 4.0%
CCOc1ccccc1-c1ccc(C(=O)O)s1 | -5.4% | -1.4%[163 µM] | -1.6%[120 µM]
NCCNCCN | 1.06µM* | 2.3% | 3.55µM*
C=CCCCCCCCCCBr | 15.2%[60.1 µM] | -17.7% | -3.6%
COc1cc(O)ccc1C(C)=O | -2.9%[60.1 µM] | -8.5% | 0.1%
CC(C)CCC[C@@H](C)[C@H]1CC[C@H]2[C@@H]3CC=C4CC(O)CC[C@]4(C)[C@H]3CC[C@]12C (some centres undefined) | 14.5%[60.1 µM] | -1.0% | -7.2%
O=C(Nc1ccc(Br)cc1)c1cccc(S(=O)(=O)Nc2ccc(Br)cc2)c1 | ? | -16.5% | ?
C=C1C(=O)OC2C1CC/C(C)=C/CCC1(C)OC21 (centres undefined) | -3.2%[60.1 µM] | ? | -9.5%
O=C1C(O)=C(O)C(=O)C(O)=C1O | 8.91µM* | 0.1% | 10µM*
COC(=O)[C@H]1CC=C[C@H]2CCN(Cc3ccc(Cl)c(Cl)c3)C(=O)[C@@H]12 | ? | ? | 1.4%
C[C@@](N)(Cc1ccc(O)cc1)C(=O)O | -8.3%[60.1 µM] | 1.1% | 4.7%
NCCC[C@H](N)CC(=O)N[C@H]1CNC(=O)[C@@H]([C@@H]2C[C@H](O)N=C(N)N2)NC(=O)/C(=C/NC(N)=O)NC(=O)[C@@H](CO)NC(=O)[C@@H](CO)NC1=O | -7.4%[12 µM] | -2.9%[29.3 µM] | 1.7%[21 µM]
CCN1C(C)=C(C(=O)OC(C)C)C(c2ccccc2Cl)C2=C1COC2=O (centres undefined) | 10.3%[60.1 µM] | -1.4% | -4.2%
CC(CCC(=O)O)C1CCC2C3C(O)C[C@@H]4CC(O)CC[C@@]4(C)C3CC(O)[C@]12C (some centres undefined) | -12.6%[60.1 µM] | -0.4% | 1.5%
C[C@H]1C(c2cccc(Cl)c2)=NN(c2ccccc2)[C@@H]1CO | -15.4% | 92.3%[activator][110 µM] | 17.7%
COc1ccc(C2=N[C@H](c3ccccc3)CO2)cc1 | -0.5% | ? | ?

# Another view of part of the listing above:
# Values run as follows: Pol kappa inh | Anesthetic bind | APE1 inh
CCOc1ccccc1-c1ccc(C(=O)O)s1
 : -5.4% | -1.4%[163 µM] | -1.6%[120 µM]
Cc1cc(O)c(C(C)C)cc1Cl
 : ? | -15.4%&3.1% | -1.6%&-4.6%
COc1ccc(-c2cc(=O)c3ccccc3o2)cc1OC
 : -4.6%[60.1 µM] | 51.2%[activator] | 5.1%
CO[C@]12CC(COC(=O)c3cncc(Br)c3)CN(C)[C@@H]1Cc1cn(C)c3cccc2c13 (some centres undefined)
 : -2.7%[60.1 µM] | -6.2% | -4.7%
C[C@@](N)(Cc1ccc(O)cc1)C(=O)O
 : -8.3%[60.1 µM] | 1.1% | 4.7%
CCN1C(C)=C(C(=O)OC(C)C)C(c2ccccc2Cl)C2=C1COC2=O (centres undefined)
 : 10.3%[60.1 µM] | -1.4% | -4.2%

# Only part of the results is shown; count on the stated rates, not on these rows.
